# KCC2 mod = KCC2 cotransporter modulators, thallium flux, primary screen, cell-based, HEK293 KCC2, FluoZin-2 fluorescence, MLSMR. Solute carrier family 12 member 5 (Homo sapiens), Q9H2X9. KCC2 cells, thallium flux FluoZin-2 fluorescence. actives 2.2% (n = 190,000). B-score of Tl+ flux slope (higher = more flux/activation; lower = inhibition) at 10 µM;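 active means thallium flux slope and its plate-corrected score both differing from the plate sample mean at a set confidence after two filtering rounds, in either direction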;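 further: slope of fluorescence scaled to starting intensity during 10 to 20 s after thallium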
# Mdm2 ligase inh = MDM2-luciferase reporter signal enhancers, primary screen, MDM2 E3 ligase inhibitor project, cell-based, luminescence, 1536-well; signal enhancement, % at 5 µM; AID 1230, 2008; actives 0.11% (n = 210,000); E3 ubiquitin-protein ligase Mdm2 (Homo sapiens), Q00987; cell-based MDM2 ubiquitination luciferase reporter, 2 h; 0 = plate control, 100 = twice control, blank-subtracted;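 active means signal enhancement of 30% or more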;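 further: luminescence tracks abundance of the self-degrading MDM2-luciferase fusion protein; higher signal means inhibition of MDM2 E3 ligase activity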
#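 Material: Stable MDM2–luciferase fusion reporter cells | Amount: 2000 cells seeded into each well | Dosing: One concentration, 5 µM, with 0.2% DMSO | Incubation: 4 h cell settling then 2 h compound exposure, 37 °C | Measured by: Luciferase luminescence | Read-out basis: % enhancement relative to plate controls after blank subtraction | Benchmarks: Control and blank well means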
# TNF necrop inh = inhibitors of TNF-alpha triggered necroptosis, primary screen, cell-based, Jurkat FADD-/-, single concentration | activation (protection from cell death), % at 10 µM | Jurkat FADD-/- TNF necroptosis rescue, ATP luminescence, 24 h; 0 = TNF only, 100 = no-TNF cells | actives 0.068% (n = 220,000);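 active means activation, meaning protection from cell death, of at least 50% relative to plate controls; inactive means activation below 50%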;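 further: necroptosis triggered by 40 ng/mL TNF-alpha added together with compound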
# PERK inhibitor = block of dimerizer-induced PERK translation repression, primary screen, PERK inhibitor project, CHO PERK-DD cells, SEAP luminescence, HTS; Eukaryotic translation initiation factor 2-alpha kinase 3 (Homo sapiens), Q9NZJ5; CHO PERK-DD fusion, SEAP luminescence translation reporter; inhibition, % at 5.6 µM; actives 0.17% (n = 220,000); AID 1416, 2008;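 active means inhibition above the mean inhibition of all tested compounds plus 3 SD, set separately per screening campaign, cut at about 2.9% in these data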;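 further: PERK kinase domain activated by AP20187 dimerizer at 100 nM; 0% = DMSO with dimerizer and 100% = rapamycin at 8.4 µM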
# EBV gp42 block = Epstein-Barr virus gp42 inhibitors, primary screen, biochemical, uHTS, fluorescence polarization. Fluorescence polarization binding assay, mP read-out. inhibition, % (tested at 21.74 µM). actives 0.42% (n = 220,000); in the data active means inhibition above about 50%
# Calpain2 inh = inhibitors of pig calpain II, primary screen, biochemical, fluorogenic peptide substrate, 1536-well. actives 0.37% (n = 220,000). purified calpain II, 30 min. AID 1236, 2008. inhibition, % at 16 µM;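 active means inhibition above about 50%, limit read from the data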
# L929 necroptosis = inhibitors of zVAD-triggered necroptosis, primary screen, L929 cells | actives 0.38% (n = 220,000) | viability rescue, % at 10 µM | L929 zVAD necroptosis rescue, ATP luminescence, 24 h; with zVAD 60 µM;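 active means activation, scaled between plate controls, above about 75%, limit read from the data; inactive means activation under that limit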;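 further: 0% = zVAD with DMSO and 100% = DMSO alone without zVAD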
# eIF4E 4G PPI = eIF4E–eIF4G protein interaction inhibitors, primary screen, biochemical, uHTS, TR-FRET, eIF4GI fragment. Eukaryotic translation initiation factor 4E (Mus musculus) + Eukaryotic translation …. inhibition, % at 21.7 µM. actives 0.37% (n = 220,000). TR-FRET eIF4E-eIF4GI(517-606) binding, 2 h;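 active means inhibition above about 30%, limit read from the data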;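 further: 0% = full FRET control wells and 100% = background wells lacking eIF4GI fragment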
# Rad51 HR inh = human RAD51 strand exchange inhibitors, primary screen, biochemical, fluorescence | actives 0.085% (n = 200,000) | DNA repair protein RAD51 homolog 1 (Homo sapiens), Q06609 | hRad51 DNA strand exchange, fluorescence dequenching | inhibition, % at 10 µM;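 active means inhibition above 40% at the single screening dose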;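 further: 0% = DMSO control wells and 100% = blanks with heterologous ssDNA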
#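 material = hRad51 filaments on single-stranded DNA | reagent = Donor/quencher-labelled 47-bp dsDNA substrate | compound = 10 µM final, single point | schedule = strand-exchange reaction 15 min at room temperature | measured by = fluorescein emission 520 nm, excitation 485 nm | read-out basis = % inhibition versus plate control and blank means | benchmarks = plate controls and plate blanks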
# An asterisk follows results filed as active; · = no result given; [ ] = remark or other dose.
cpd	compound	KCC2 mod	Mdm2 ligase inh	TNF necrop inh	PERK inhibitor	EBV gp42 block
1	CCOC(=O)c1cnn(-c2ccc([N+](=O)[O-])cc2)c1N	·	9	-0.7	2.2	0
2	CCS(=O)(=O)N1CCCC(C(=O)NCCCOC)C1 (centres undefined)	·	-8	0.8	0.0	-26
3	COc1ccccc1CCc1nnc(CCC(=O)NCC(C)Oc2cccnc2)o1 (centres undefined)	·	-5	0.8	2.1	-12
4	CCOc1ccc2[nH]c(=O)c(CN(Cc3ccco3)C(=O)c3cccc(F)c3)cc2c1	0.12	-11	-2.6	-0.2	-9
5	Cn1c(SCC(=O)N/N=C/c2cccnc2)nnc1-c1ccccc1	-1.9	-6	2.4	1.4	-15
6	CC(=O)N1N=C(c2ccc(C(C)(C)C)cc2)OC1(C)C	-0.0026	-9	0.6	-0.4	-14
7	Clc1ccc(-c2nnc(C3CCCCC3)o2)cc1	-0.61	-13	-0.9	0.7	-17
8	O=C(Cc1ccc2c(c1)OCCO2)N1CCN(S(=O)(=O)c2cccc(C(F)(F)F)c2)CC1	0.099	-4	2.4	0.2	-20
9	C=CCN1c2ccccc2[C@]23C[C@@H](C(=O)OC)N(C(=O)NCCC)C2=NC(C(=O)OC)=C(C(=O)OC)[C@H]13	0.29	7	-0.6	·	0
10	COc1ccccc1CN(Cc1ccco1)S(=O)(=O)c1ccc(-n2cnnn2)c(OC)c1	-0.013	-7	1.2	-0.7	-5
11	C=CCOC(=O)C1=C(C)NC(SC)=C(C#N)C1c1cccs1 (centres undefined)	-1.4	-1	-6.4	-0.2	0
12	S=C(NCCCc1ccccc1)Nc1ccccc1Cl	-2.1	12	-0.2	0.1	-4
13	CCOc1ccc(CNCCc2ccc(S(N)(=O)=O)cc2)cc1	-0.89	-22	1.2	1.6	-20
14	COc1ccc(CCNC(=O)CN(c2ccc(OC)cc2)S(C)(=O)=O)cc1	0.2	-5	0.4	0.2	-7
15	O=C(C1CCC1)N1CCc2cc(S(=O)(=O)NCc3cccnc3)ccc21	·	-11	-4.1	0.0	-7

cpd	Calpain2 inh	L929 necroptosis	eIF4E 4G PPI	Rad51 HR inh
1	16	0.0	1	27
2	5	1.6	-2	5
3	-18	0.0	0	15
4	-22	0.2	-10	-6
5	-85	0.3	-1	·
6	-4	0.8	-3	3
7	-2	-0.7	0	-1
8	3	0.8	0[fluorescence artefact?]	0
9	-31	-0.4	-9	2
10	13	0.1	-3	7
11	30	0.4	3	-2
12	43	1.4	8	-13
13	-6	-0.8	1	-7
14	32	-0.1	0	1
15	10	1.1	-12	9

# Complete entries, quoted from the list. Screens in order: KCC2 mod | Mdm2 ligase inh | TNF necrop inh | PERK inhibitor | EBV gp42 block | Calpain2 inh | L929 necroptosis | eIF4E 4G PPI | Rad51 HR inh
# CCOc1ccc(CNCCc2ccc(S(N)(=O)=O)cc2)cc1 reads -0.89 | -22 | 1.2 | 1.6 | -20 | -6 | -0.8 | 1 | -7
# O=C(C1CCC1)N1CCc2cc(S(=O)(=O)NCc3cccnc3)ccc21 reads · | -11 | -4.1 | 0.0 | -7 | 10 | 1.1 | -12 | 9

# Screen by screen, from the results shown.
# eIF4E 4G PPI, compounds 9 to 12 → -9, -3, 3, 8
# KCC2 mod, compounds 9 to 12 → 0.29, -0.013, -1.4, -2.1

# (next part)
cpd	compound	KCC2 mod	Mdm2 ligase inh	TNF necrop inh	PERK inhibitor	EBV gp42 block
16	O=C(CCCc1nc(-c2ccccc2)no1)Nc1cccnc1	0.49	4	0.2	0.2	-30
17	COc1ccc(S(=O)(=O)NCCC(=O)NC(C)c2ccccc2)cc1 (centres undefined)	-1.2	3	0.9	-0.1	-1
18	Oc1ccc(Nc2nc(N3CCCC3)c3ccccc3n2)cc1	·	-16	-9.5	-1.2	9
19	CCOc1ccc(CCNC(=O)CN(C)S(=O)(=O)c2ccc3c(c2)CCC(=O)N3)cc1OCC	·	-9	-0.9	0.9	-26
20	C=CCn1c(=NC(=O)c2ccco2)sc2cc(C(=O)OC)ccc21	0.73	-12	-2.1	-0.2	-2
21	NCCCCCNC(=O)/C=N\O	-0.069	-8	-1.6	1.4	-11
22	CCNc1nc(NCC)nc(SCCOc2ccc(C)cc2)n1	-0.86	-6	-2.1	0.7	15
23	O=C(O)c1cn(CCOc2ccccc2Cl)c2ccccc12	-1.1	-9	0.9	0.7	-1
24	COC(=O)COc1ccc(S(=O)(=O)Nc2ccc3c(c2)OCCO3)cc1Cl	-0.46	-8	-1.4	0.8	-2
25	COc1ccc(CC(=O)O/N=C(\N)Cc2cccc3ccccc23)cc1OC	-1.6	-8	1.3	-0.2	2
26	CN(C)c1cc(N/N=C\c2ccccc2)nc(N(C)C)n1	0.54	-4	0.7	-0.6	9
27	O=C(NC(=S)N1CCN(c2ccc(Cl)cc2[N+](=O)[O-])CC1)c1ccco1	17*	12	0.7	0.3	-4
28	CCOC(=O)c1sc(NC(=O)c2cc3c(s2)CCC(C)C3)nc1C (centres undefined)	1.3	7	0.6	0.5	-31
29	COc1ccc2c(c1OC)C(=O)N1c3ccccc3C(=O)N(c3ccccc3F)C21 (centres undefined)	0.074	-45	-15	-1.1	-3
30	COc1ccc(/C=C/C(=O)NC(=S)NN2CCCCC2c2cccnc2)cc1OC (centres undefined)	1.7	12	3.0	0.1	-11

cpd	Calpain2 inh	L929 necroptosis	eIF4E 4G PPI	Rad51 HR inh
16	-2	0.6	-6	-4
17	6	-0.1	7[fluorescence artefact?]	-3
18	-18	43	-7	7
19	-17	3.9	2[fluorescence artefact?]	-11
20	-41	0.1	5	-7
21	4	0.3	9[fluorescence artefact?]	5
22	16	·	-1[fluorescence artefact?]	·
23	-3	13	-6	3
24	-14	0.8	-1	-1
25	-4	0.5	4[fluorescence artefact?]	-8
26	40	8.1	-2	-1
27	1	0.4	18	5
28	-72	0.1	1	-14
29	11	0.5	2[fluorescence artefact?]	-8
30	15	-0.3	-2	-1

# The list goes on:
cpd	compound	KCC2 mod	Mdm2 ligase inh	TNF necrop inh	PERK inhibitor	EBV gp42 block
31	COc1ccccc1NC(=O)c1nn(-c2ccc(F)c(F)c2)ccc1=O	·	-7	-0.3	0.1	10
32	CSc1ccccc1C(=O)NCCSc1ccccc1	-2.1	10	2.7	0.1	-14
33	CN(C)S(=O)(=O)c1cccc(NC(=O)COC(=O)c2ccc([N+](=O)[O-])o2)c1	-0.24	6	-2.0	1.2	3
34	Cc1cc(C)c(C#N)c(SCC(=O)Nc2ccccc2)n1	-0.15	10	1.5	0.5	-8
35	CCn1cc(/C=C/C(=O)c2ccc(O)cc2)c(C)n1	0.81	-3	-0.2	0.2	-5
36	COc1ccc([C@H]2C=C3CN(C(=O)OC(C)(C)C)S(=O)(=O)[C@H]3C[C@H]2OC(=O)c2ccc(C(F)(F)F)cc2)cc1	0.37	16	0.8	·	-20
37	CCc1nc2ccccc2c(=O)n1NC(=O)c1c(O)c2ccccc2[nH]c1=O	-1.9	-13	0.5	0.5	-10
38	COc1cc(/C=C/C(=O)OCC(=O)NC(=O)NC23CC4CC(CC(C4)C2)C3)ccc1OCC#N	0.44	-4	2.9	-0.3	-51
39	Nc1ccc(Br)cc1-c1nc2ccccc2[nH]c1=O	-0.26	-10	0.5	-0.1	-1
40	CCNC(=O)NCCNC(=O)c1cc(OCC(F)(F)F)ccc1OCC(F)(F)F	0.67	-20	-0.3	-0.7	5
41	CCC(C)n1c(SCC(=O)NCCc2ccc(S(N)(=O)=O)cc2)nc2ccsc2c1=O (centres undefined)	-0.5	0	-0.2	0.1	17
42	O=C(COC(=O)c1ccc(Br)cc1)NCc1ccc(F)cc1	-1.3	-4	0.0	0.9	-4
43	O=C(O)C1CCCN1C(=O)c1cccs1 (centres undefined)	·	-2	0.8	0.7	-20
44	COc1ccc2c(c1)CCc1c(C(=O)NCCc3ccc(OC)c(OC)c3)noc1-2	·	3	0.4	0.3	-3
45	O=C(COc1ncnc2c1cnn2-c1ccccc1)Nc1ccc(S(=O)(=O)N2CCCCC2)cc1	-0.2	-9	1.9	-1.6	-14
46	CCN(CCCNC(=O)C1CCN(S(=O)(=O)N2CCOCC2)CC1)c1cccc(C)c1	·	-19	-0.2	-1.2	-22
47	COc1ccc(C(CC(=O)NCc2ccco2)c2ccc(F)cc2)cc1 (centres undefined)	-0.018	-17	-1.2	-1.4	2
48	Cc1nonc1-c1ccc2c(c1)OCO2	·	-5	2.0	1.0	-10

cpd	Calpain2 inh	L929 necroptosis	eIF4E 4G PPI	Rad51 HR inh
31	13	2.4	1[fluorescence artefact?]	4
32	-8	0.7	2	-2
33	-59	0.8	21	7
34	-5	1.0	1	·
35	-23	0.4	0	-31
36	-30	-0.1	-4	-8
37	4	3.4	4[fluorescence artefact?]	4
38	-91	2.1	-5	-3
39	12	0.6	3	-18
40	-6	2.1	0	-12
41	20	·	4	·
42	3	3.1	-6	3
43	17	0.7	-1	-3
44	10	4.8	-1	·
45	-48	5.5	2	-3
46	27	0.8	-8	-2
47	-5	-0.2	8[fluorescence artefact?]	-1
48	14	-0.4	11	-10

# Of the compounds above, three have a CF3 group:
cpd	compound	KCC2 mod	Mdm2 ligase inh	TNF necrop inh	PERK inhibitor	EBV gp42 block
8	O=C(Cc1ccc2c(c1)OCCO2)N1CCN(S(=O)(=O)c2cccc(C(F)(F)F)c2)CC1	0.099	-4	2.4	0.2	-20
36	COc1ccc([C@H]2C=C3CN(C(=O)OC(C)(C)C)S(=O)(=O)[C@H]3C[C@H]2OC(=O)c2ccc(C(F)(F)F)cc2)cc1	0.37	16	0.8	·	-20
40	CCNC(=O)NCCNC(=O)c1cc(OCC(F)(F)F)ccc1OCC(F)(F)F	0.67	-20	-0.3	-0.7	5

cpd	Calpain2 inh	L929 necroptosis	eIF4E 4G PPI	Rad51 HR inh
8	3	0.8	0[fluorescence artefact?]	0
36	-30	-0.1	-4	-8
40	-6	2.1	0	-12
